High-throughput results from PubChem BioAssay.
GPR55 antagonists = GPR55 antagonists blocking LPI-driven arrestin recruitment, primary screen, imaging, U2OS, beta-arrestin-GFP, LPI agonist (AID 2013) | inhibition, % at 10 µM, or IC50 in µM where a hit was titrated | U2OS GPR55 beta-arrestin-GFP translocation imaging, LPI antagonism; higher % means a stronger effect | hit rate 0.13% among 290,000;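 active = spots per cell inhibited over 60%, with over 100 cells counted and total cytoplasm intensity under 500,000; inconclusive = wells with under 100 cells, flagged as likely toxic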;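 note: U2OS cells stably carrying GPR55 and arrestin-GFP stimulated by 5 µM LPI near EC80; imaged beta-arrestin-GFP aggregate spots per cell after agonist stimulation; plate controls were LPI-stimulated DMSO wells for no effect and DMSO wells without LPI for full effect; some results filed as inactive read as strong as hits; confirmed hits need IC50 under 10 µM and bright autofluorescent wells are also inconclusive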
Dengue-2 NS5 capping = flavivirus cap methylation enzyme inhibition – biochemical, confirmation dose response, primary screen (AID 588689) | inhibition, % at 25 µM, or IC50 in µM where a hit was titrated | Dengue-2 NS5 methyltransferase capping enzyme assay, biochemical; higher % means a stronger effect | hit rate 0.3% among 340,000; in the data active = a potency from the dose series; inconclusive = inhibition above about 29% without an active follow-up result
GPR35 antagonists = inhibition of zaprinast-stimulated GPR35 beta-arrestin translocation – imaging, U2OS, beta-arrestin-GFP, zaprinast agonist, primary screen (AID 2058); U2OS GPR35 beta-arrestin-GFP translocation imaging, zaprinast antagonism; higher % means a stronger effect; inhibition, % at 10 µM, or IC50 in µM where a hit was titrated; hit rate 0.052% among 290,000;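 active = inhibition of at least 50% with at least 30 cells and total cytoplasm GFP at most 10,000,000; inconclusive = under 30 cells or total GFP of 10,000,000 plus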
NTR1 ag = NTR1-driven beta-arrestin-GFP spot formation – imaging, U2OS cells, high content, primary screen (AID 493036). P30989. agonist mode. activation, % at 20 µM. hit rate 0.17% among 330,000;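 active = activation at or above 40% of the spot to cytoplasm intensity ratio, with at least 20 cells analyzed; inconclusive = wells under 20 cells, flagged as cytotoxic or low count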;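 note: 0% = DMSO without peptide and 100% = 100 nM NTR1 peptide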
Target sequence (P30989 whole entry, looked up): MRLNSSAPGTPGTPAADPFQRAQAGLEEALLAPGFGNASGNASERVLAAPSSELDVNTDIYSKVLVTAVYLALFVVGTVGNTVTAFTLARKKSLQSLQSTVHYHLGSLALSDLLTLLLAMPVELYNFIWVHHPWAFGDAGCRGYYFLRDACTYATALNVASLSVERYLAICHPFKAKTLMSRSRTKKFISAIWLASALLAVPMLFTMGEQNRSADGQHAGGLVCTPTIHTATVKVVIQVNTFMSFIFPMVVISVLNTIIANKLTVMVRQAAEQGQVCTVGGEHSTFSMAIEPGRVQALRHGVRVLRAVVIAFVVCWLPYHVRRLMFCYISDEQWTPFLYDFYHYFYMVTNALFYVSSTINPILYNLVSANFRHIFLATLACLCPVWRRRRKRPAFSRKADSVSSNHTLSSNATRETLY
Rac1 GTP hydrolysis = MgcRacGAP GTPase-activating activity inhibitors, confirmation, biochemical, ADP Hunter fluorescence. MgcRacGAP-stimulated Rac1 GTP hydrolysis, ADP Hunter fluorescence; higher % means a stronger effect; GST-tagged Rac1 F28L mutant substrate. inhibition, % at 30 µM; hits with a dose series show IC50 in µM. hit rate 0.6% among 340,000;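 active = first-screen hits whose inhibition reached a set limit at any dose in the follow-up dose series; inconclusive = inhibition above the set first-screen limit but never retested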;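 note: fluorescence reports GDP produced by GAP-driven GTP hydrolysis; strong numbers were not always called active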
GPR55 beta-arrestin = selective activators of receptor GPR55 – imaging, U2OS cells, beta-arrestin-GFP redistribution, primary screen (AID 1961); U2OS GPR55 beta-arrestin-GFP redistribution imaging; higher % means a stronger effect; activation, % at 10 µM; hits with a dose series show EC50 in µM; hit rate 0.048% among 290,000;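 active = activation above 40% with more than 50 cells counted in the well; inconclusive = wells holding fewer than 50 cells, flagged as toxic or sparse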;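 note: U2OS osteosarcoma cells stably expressing GPR55 and beta-arrestin-GFP; plate controls were DMSO negative control for no effect and LPI positive control for full effect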
Yfh1-depleted yeast = mitochondrial function rescue without frataxin homolog – Friedreich's ataxia, plus single-dose screen, dose response (AID 1465); S. cerevisiae Yfh1-off respiration, WST-1 reduction, 72 h; higher fold induction means a stronger effect; fold induction at 50 µM, or EC50 in µM where a hit was titrated; hit rate 0.074% among 220,000;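 active = fold induction of absorbance versus untreated yeast above a set limit, then at least 30% activation at any dose in follow-up; inconclusive = repeats straddling the limit, or above it without dose testing; inactive = fold induction below the set limit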;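 note: activators that raise dye reduction in frataxin-depleted yeast; strong numbers were not always called active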
AID2073 = inhibitors of Mint1-CaV2.2 protein interaction, biochemical, HTRF (AID 2073); HTRF protein-protein interaction, Mint1-CaV2.2; higher % means a stronger effect; one-dose inhibition, % at 20 µM; IC50 in µM for titrated hits; hit rate 0.19% among 290,000; in the data active = inhibition mostly above about 51%, no sharp cut-off; inconclusive = no clear call, values can overlap the other calls; inactive = mostly below about 53%; note: some results filed as inactive read as strong as hits
Large T inhibition = SV40 large T antigen inhibitors, biochemical (AID 1903) | inhibition, % at 20 µM, or IC50 in µM where a hit was titrated | hit rate 0.39% among 310,000 | SV40 large T antigen ATPase/helicase inhibition assay; higher % means a stronger effect; in the data active = a potency from the dose series; inconclusive = inhibition mostly from about 32% at the one dose, without a potency; inactive = the rest, 99 in 100 with inhibition below about 32%; note: strong numbers were not always called active
NTR1 ag cell count 20 µM = second read-out of NTR1 ag, no call of its own (marks repeat the call); cell count; measured here: cell count, cytotoxicity flag
Dengue-2 NS5 capping pilot replicate = recorded beside Dengue-2 NS5 capping, whose call it bears; inhibition, %; measured here: pilot screen replicate inhibition
* marks the source's active call; other numbers are inactive results; i = inactive; ? = inconclusive; . = not tested or not shown.

SMILES	GPR55 antagonists	Dengue-2 NS5 capping	GPR35 antagonists	NTR1 ag	NTR1 ag cell count 20 µM	Rac1 GTP hydrolysis	GPR55 beta-arrestin	Yfh1-depleted yeast	AID2073	Large T inhibition	others
Fc1ccc(NC(=S)NCc2ccccc2)cc1	-2.1%	-8.6%	8.1%	0.3	61	0.8%	-0.2%	.	11.6%	18.8%	Dengue-2 NS5 capping pilot replicate=-4.9
COc1ccc(S(=O)(=O)N2CCN(C)CC2)cc1Br	-2.5%	-3.2%	3.8%	-0.9	80	3.9%	-0.3%	i	-5.2%	-5.2%
O=C(c1cccnc1)N1CCC(c2nc3ccccc3[nH]2)CC1	-2.6%	.	-12.5%	-0.2	73	.	0.1%	i	-6.4%	1.7%
O=C(CC1CCCC1)Nc1ccc2c(c1)CCC2	-2.5%	-6.8%	7.7%	-0.6	54	0.4%	0.2%	i	7.9%	8.7%
Nn1c(SCC(=O)Nc2ccccc2F)nc2ccccc2c1=O	-2.2%	2.5%	-8.7%	0.9	59	4.0%	-0.1%	i	2.0%	16.4%
Cc1ccc2[nH]c(=O)c(CN(Cc3cccs3)C(=S)NCc3ccco3)cc2c1	4.6%	-5.9%	1.1%	6.8	51	11.4%	0.1%	i	-4.7%	14.3%
COc1cccc(C(=O)NCCCNC(=O)c2cccnc2)c1	1.0%	-2.5%	8.5%	-1.8	46	5.6%	-0.1%	.	7.9%	5.6%
Cc1ccc(-n2cnc(=O)c3cccnc32)cc1	19.2%	1.3%	5.7%	1.7	71	3.1%	-0.1%	i	0.3%	7.0%
COc1ccccc1C(=O)NCc1nnc(SC(C)C(=O)Nc2nccs2)n1C (stereo unspecified)	14.2%	0.0%	-0.3%	-0.7	38	9.7%	-0.1%	.	8.8%	0.9%
Cc1cc(NC(=O)CN2CCCCC2C)no1 (stereo unspecified)	1.4%	-6.6%	0.6%	0.0	79	19.1%	-0.2%	i	3.6%	18.0%
CCN(CC)S(=O)(=O)c1ccc(OCC2CCCCO2)c([N+](=O)[O-])c1 (stereo unspecified)	-3.5%	0.0%	11.4%	0.3	56	6.2%	0.6%	.	0.3%	1.6%
Cc1ccc(-c2nc(NC(=O)c3ccc(S(=O)(=O)N(CCC#N)CCC#N)cc3)sc2-c2ccccc2)cc1	25.5%	-1.9%	0.7%	-1.2	64	3.7%	0.2%	i	27.6%	2.1%
CC(C)(C)NC(=O)CN(C(=O)CCC(=O)Nc1nccs1)c1cccc(C(F)(F)F)c1	-3.8%	0.7%	5.8%	-0.6	54	-7.0%	0.0%	.	15.5%	16.4%	Dengue-2 NS5 capping pilot replicate=-5.8
CC1(C)CC(=O)c2c(O)c(-c3ccccc3)c(=O)n(-c3ccccc3)c2C1	-5.2%	-0.7%	4.2%	1.7	74	4.7%	0.5%	i	-1.0%	12.9%
Cc1ccccc1N1CC(C(=O)Nc2nnc(SCCC3OCCO3)s2)CC1=O (stereo unspecified)	3.4%	7.1%	-16.6%	-0.4	71	11.6%	-0.1%	.	50.4%	12.2%
Cc1cccc(NC(=O)Cn2nc([N+](=O)[O-])c(Br)c2C)n1	4.1%	0.0%	-3.8%	0.0	67	5.1%	0.2%	i	-11.6%	-1.6%
CC(C)=C1C2CCC1C(C(=O)NCc1ccccc1)C2C(=O)O (stereo unspecified)	9.3%	5.7%	5.8%	-0.7	98	8.3%	-0.2%	i	-8.5%	7.1%
COC(=O)C1=C(C)OC(N)=C(C#N)C1c1cccnc1 (stereo unspecified)	8.2%	?	4.8%	0.0	63	-1.6%	0.3%	i	23.3%	16.6%
CCOc1ccc(CN(C(=O)c2cc3ccccc3oc2=O)C2CC2)cc1	6.7%	2.2%	-0.6%	-2.2	86	1.1%	0.1%	i	8.9%	7.5%
Cc1ccc(S(=O)(=O)N2CCOCC2)cc1NC(=O)CNC1CCCC1	0.3%	-2.9%	-10.5%	0.2	60	?	-0.1%	i	-3.7%	15.1%
Clc1ccc(CSc2nnc(CN3CCOCC3)n2-c2ccccc2)cc1Cl	13.4%	-2.1%	-1.8%	2.0	37	12.8%	0.0%	i	-3.6%	8.8%
COc1ccc(OCC(=O)NC(=O)c2ccccc2OC)c([N+](=O)[O-])c1	.	4.3%	.	0.6	73	0.1%	.	.	.	12.7%
Cc1sc(NC(=O)CSc2nnc(CCNC(=O)c3cccs3)n2C)nc1-c1ccccc1	-1.0%	-1.6%	-4.0%	1.9	79	-0.9%	-0.3%	i	2.6%	17.9%
CCOc1cc(C(=O)Nc2cc(C)ccc2C)ccc1OCC(=O)N1CCCCC1	3.6%	-5.7%	-6.1%	1.8	63	-5.0%	-0.5%	i	19.6%	5.4%
Cc1ccc(C)c(NC(=O)CCc2ccc(S(=O)(=O)NC3CCCCC3)cc2)c1	-1.6%	-3.4%	8.8%	0.8	67	8.9%	0.0%	i	0.4%	4.6%
CCN(C(=O)COC(=O)CCc1c[nH]c2ccccc12)c1c(N)n(Cc2ccccc2)c(=O)[nH]c1=O	.	-9.6%	.	-0.1	60	11.1%	.	.	.	23.5%
CCOc1ccccc1CN1CCNC(=O)C1CC(=O)NCc1cc(C)n(C)n1 (stereo unspecified)	9.7%	12.3%	-2.6%	0.3	66	6.2%	-0.1%	.	-1.3%	9.3%
Cc1noc(C)c1COc1ccccc1C(=O)N1CCN(S(=O)(=O)c2ccccc2C(F)(F)F)CC1	.	-5.8%	.	-0.6	59	9.8%	.	.	.	24.1%
O=C(Oc1ccc(C(=S)N2CCOCC2)cc1)c1ccc([N+](=O)[O-])cc1	2.5%	-2.6%	-2.2%	1.3	63	6.8%	0.5%	.	-5.1%	8.6%	Dengue-2 NS5 capping pilot replicate=1.8
CC1(OC(=O)CCc2ccccc2)C(=O)C=C2C=C(c3ccc(C#N)cc3)N(Cc3ccccc3)C=C2C1=O (stereo unspecified)	-11.3%	36.8%	-25.6%	-1.3	69	-3.5%	3.2%	i	0.7%	15.4%
O=C(NCCc1ccccc1F)C1CCCN1S(=O)(=O)c1ccc2ccccc2c1 (stereo unspecified)	17.8%	-2.4%	11.4%	3.4	48	10.8%	0.6%	i	0.9%	8.5%
O=C(Nc1cc(SCC(O)CO)cc([N+](=O)[O-])c1)c1ccc(-n2cnnn2)cc1 (stereo unspecified)	-4.8%	1.5%	17.4%	-0.5	47	5.4%	-0.1%	i	4.2%	6.5%
Cc1ccc2c(c1)N(CCC(=O)NCc1ccco1)C(=O)CO2	-29.1%	53.6%	1.1%	-0.5	86	3.7%	0.6%	i	6.4%	20.5%
COc1cc2[nH]c(=S)n(NC(=O)CC(C)C)c(=O)c2cc1OC	5.8%	-3.4%	-10.2%	-0.9	61	10.7%	0.0%	i	-44.3%	14.8%
Cc1cc(=O)[nH]c(SCCOc2ccc(OC(C)C)cc2)n1	9.5%	-6.6%	16.4%	0.1	88	6.4%	-0.2%	i	5.7%	6.0%
O=C(CN1C(=O)COc2ccccc21)c1cccc(Cl)c1	5.4%	0.0%	6.1%	0.5	62	3.9%	0.2%	i	15.9%	6.0%
OCc1ccc(OCCCOc2cccc3cccnc23)cc1	12.1%	-5.4%	26.0%	0.6	71	9.9%	0.0%	.	6.4%	-1.7%
CC(Oc1ccccc1)C(=O)N1CCC2(CC1)Oc1ccc(F)cc1C(=O)C21CC(c2cccnc2)=NO1 (stereo unspecified)	.	-7.4%	.	-0.2	55	9.4%	.	i	.	5.5%
Cc1ccccc1NC(=O)COc1ccc2c(c1)OC(C)(C)CC2=O	-2.6%	-3.1%	-9.0%	0.7	65	9.2%	0.1%	i	-6.4%	5.5%
COc1ccc(N2CC(C(=O)N(C)CC(=O)Nc3ccc(Cl)c(C(F)(F)F)c3)CC2=O)c(OC)c1 (stereo unspecified)	.	-3.6%	.	1.9	54	4.5%	.	.	.	8.9%
CCCN(CC(=O)Nc1ccccc1OC)C(=O)CCNC(=O)c1ccccc1OC	.	-1.5%	.	-0.9	75	8.4%	.	.	.	13.9%
CCOC(=O)CSc1ccc(C(=O)NCCCN2CCOCC2)cc1[N+](=O)[O-]	0.7%	-0.7%	-2.3%	-0.4	89	6.5%	0.0%	.	5.6%	10.5%
CN(C)S(=O)(=O)c1ccc(C(=O)Nc2cccc(C(=O)O)c2)cc1	-0.2%	.	-1.3%	-0.6	65	-1.0%	-0.1%	i	-2.5%	1.2%
CCC(C)NC(=O)CCn1c(-c2ccccc2)cc(C(C)=O)c1C (stereo unspecified)	23.8%	-11.0%	-7.4%	-1.7	49	9.7%	-0.3%	i	4.3%	7.0%
CCOC(=O)C1(Cc2ccccc2)CCN(Cc2cccc3nccnc23)CC1	9.2%	-3.6%	10.6%	-1.0	69	14.1%	0.3%	i	-7.3%	14.2%
NC(=O)CSc1nnc(Cc2ccc3c(c2)OCO3)n1C1CCCCC1	0.1%	6.4%	-15.2%	3.4	48	1.7%	-0.3%	i	1.7%	6.2%
Cc1c(C(=O)NCCSCc2cccc(C(F)(F)F)c2)cnn1-c1ccc(F)cc1	-3.6%	-2.4%	-6.5%	0.4	43	10.4%	-0.2%	i	-7.0%	6.7%
COc1cccc(NC(=O)Cn2c(=O)n(-c3cc(OC)c(OC)c(OC)c3)c(=O)c3ccccc32)c1	11.5%	-6.3%	6.6%	-1.2	56	9.3%	0.1%	i	-4.8%	7.5%
N#C[C@]1(S(=O)(=O)c2ccccc2)C[C@@H]2ON=C(c3cccc(Br)c3)[C@@H]2C1	-11.2%	-4.0%	4.2%	-2.2	53	4.4%	-0.1%	.	5.9%	14.6%
CSc1nc(C(=O)N2CCCC(Nc3ccc(C)c(C)c3)C2)cs1 (stereo unspecified)	10.8%	-5.8%	-6.6%	-0.5	42	13.4%	-0.1%	.	-2.4%	7.6%
N#CC(C#N)=CN=c1ccn(Cc2ccc(Cl)cc2Cl)cc1	2.7%	-1.9%	-9.0%	0.3	60	0.3%	-0.2%	.	8.8%	16.2%
O=c1ccnc(Nc2ccc(Cl)cc2)[nH]1	-0.3%	-20.6%	-4.3%	-0.2	58	1.1%	-0.6%	i	4.9%	6.7%
